Source: PubChem (National Center for Advancing Translational Sciences (NCATS))
HT1080 IDH1KD tx – toxicity to HT-1080 IDH1 knockdown cells (counter line); HT-1080 IDH1 knockdown viability, ATP luminescence, 48 h; Potency, µM (titrated, usually from 46.1 µM), for the others: at the top dose activity, negative = toxicity, actives largely listed as cytotoxic; hit rate 2% among 360,000; AID 686971;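 note: potency is the fitted concentration of half-maximal effect; 0% = DMSO wells and -100% = cell-free medium wells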
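Using the IDH1-knockdown HT-1080 line run in the same batch and compound series as the NT line, viability after 48 h at 37 °C was determined by CellTiter-Glo luminescence and expressed as % activity.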
IL1B secr inh – blocks inflammasome-driven IL-1 beta release. THP-1 LPS/ATP IL-1B secretion, AlphaLISA, 16 h; stronger effect = lower value. activity change, % at 57.5 µM. hit rate 4.7% among 360,000. AID 743279; in the data active = activity change below about -50%; inconclusive = mostly about -30% to -49%; note: % is set by controls: 0 for no effect and ±100 for the full control effect
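Secreted IL-1B measured by AlphaLISA bead assay after 16 h compound exposure of THP-1 cells; compounds (final up to 57.5 uM) added 1 h before LPS (250 ng/mL) and ATP (1.25 mM) stimulation; lower signal means less secretion.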
KB-V1 MDR tox – kills drug-selected multidrug resistant KB-V1 cells | KB-V1 MDR cells viability, CellTiter-Glo, 72 h | Potency, µM (top dose mostly 46.1 µM), for inactives: at the top dose activity change, negative = cytotoxicity, hits mostly cytotoxic | hit rate 3.4% among 400,000 | AID 1347076; note: potency is the fitted concentration of half-maximal effect; % is set by controls: 0 for no effect and ±100 for the full control effect; nearly all actives have a fitted effect of over 60% in size
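In this primary screen, KB-V1 cells overexpressing P-gp are incubated with library compounds (lowest to highest concentration) for 72 h at 37 degrees C before a luminescent ATP viability read.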
GLP1R cytotox – cytotoxic in the GLP-1 receptor inverse agonist counter-screen; HEK293 cAMP-luciferase reporter cells, luminescence, 24 h; Potency, µM (series often up to 38.3 µM), inactives show at the top dose activity change, negative = inhibition, most hits filed as inhibitors; hit rate 0.13% among 410,000; AID 624418;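 note: loss of luciferase light is scored as toxicity; potency is the fitted concentration of half-maximal effect; % is set by controls: 0 for no effect and ±100 for the full control effect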
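To flag toxic compounds, the library was rerun on cells for 24 hr at 37 deg C and 5% CO2. Viability-linked luminescence was captured 12 min after adding luciferase detection reagent.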
HT1080-NT tox – kills 2HG-producing HT-1080-NT fibrosarcoma cells | hit rate 1.6% among 360,000 | HT-1080-NT fibrosarcoma viability, CellTiter-Glo ATP luminescence, 48 h | Potency, µM (top dose mostly 46.1 µM), without a hit: at the top dose activity, negative = less viability, actives largely listed as cytotoxic;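 note: NT is the 2HG producing partner of a matched IDH1 knockdown line; potency is the fitted concentration of half-maximal effect; 0% = DMSO-treated cells and -100% = media-only wells without cells; nearly all actives have a fitted effect of over 55% in size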
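Fibrosarcoma NT cells, 750 per well in 5% FBS RPMI, were exposed to compound for 48 hours. Viability: CellTiter-Glo luminescence.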
KB-3-1 tox – kills parental KB-3-1 adenocarcinoma cells | KB-3-1 viability, CellTiter-Glo ATP luminescence, 72 h | Potency, µM (series often up to 46.1 µM), without a hit: at the highest dose activity change, negative = cytotoxic, actives largely listed as cytotoxic | hit rate 1.4% among 400,000 | AID 1347075; note: potency is the fitted concentration of half-maximal effect; % is set by controls: 0 for no effect and ±100 for the full control effect; nearly all actives have a fitted effect of over 60% in size
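Parental KB-3-1 viability, qHTS format: 72 h compound exposure, 37 °C; CellTiter-Glo; media-only wells and DMSO plates as controls; concentration-effect fits on corrected data.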
SW480 rerep – inducers of DNA re-replication in SW480 colon cancer cells. hit rate 1.8% among 340,000. Potency, µM (top dose mostly 46.1 µM), for inactives: at the highest dose re-replication activation, hits mostly activators. SW480 DNA re-replication, Hoechst DNA content imaging, 48 h. AID 624297; note: potency is the fitted concentration of half-maximal effect; % of control where 0% means no effect; nearly all actives have a fitted effect of over 55% in size
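DNA re-replication was detected as more nuclei of elevated Hoechst intensity after 48 hr exposure to compound (23 nL pinned per well of 250 cells).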
MCF10A rerep – induces DNA re-replication in MCF 10a normal breast cells; hit rate 2.9% among 350,000; MCF 10A DNA re-replication, Hoechst nuclear intensity, 48 h; Potency, µM (series often up to 46.1 µM), for inactives: top-dose activity, positive = re-replication, usual class: activators; note: potency is the fitted concentration of half-maximal effect; % of control where 0% means no effect; nearly all actives have a fitted effect of over 50% in size
DRD3 agonist – agonists of human D3 dopamine receptor; P35462; D3R DiscoveRx beta-arrestin cells, luminescence, 90 min; max activation, %; hit rate 0.58% among 410,000; AID 652048; in the data active = max activation above about 30%; note: 0% is about no effect; mostly tested at two doses, the higher about 12 µM
Target sequence (P35462 whole entry, looked up): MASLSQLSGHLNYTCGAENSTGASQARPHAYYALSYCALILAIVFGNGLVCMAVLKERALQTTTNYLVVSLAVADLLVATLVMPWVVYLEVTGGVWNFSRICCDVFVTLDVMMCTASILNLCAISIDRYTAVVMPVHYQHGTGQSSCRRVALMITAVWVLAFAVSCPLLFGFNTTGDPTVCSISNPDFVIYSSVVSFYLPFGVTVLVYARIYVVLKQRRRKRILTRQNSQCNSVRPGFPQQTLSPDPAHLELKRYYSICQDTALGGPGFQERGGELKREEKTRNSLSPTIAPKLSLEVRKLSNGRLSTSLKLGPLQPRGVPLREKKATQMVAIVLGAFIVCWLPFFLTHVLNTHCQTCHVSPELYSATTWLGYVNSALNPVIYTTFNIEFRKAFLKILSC
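Agonist-mode cell screen: cells plated at 1500/well and incubated overnight at 37 °C, then exposed to library compounds for 90 min at 37 °C. Detection reagent was added for 30–60 min at room temperature, and luminescence was read.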
* hit, by the source's call; ? = inconclusive; · = not tested or not shown; [ ] = remark or other dose. Unless noted, calls come from the whole dose curve; as a rule, active = well fitted curve in the direction sought with a large enough effect; inconclusive = small, poorly fitted or top-dose-only effect, or another doubt; inactive = no such curve, though single readings can be large; an effect the other way counts as inactive or inconclusive.

SMILES | HT1080 IDH1KD tx | IL1B secr inh | KB-V1 MDR tox | GLP1R cytotox | HT1080-NT tox | KB-3-1 tox | SW480 rerep | MCF10A rerep | DRD3 agonist
CC(=O)c1ccc(N2CCN(C3CCC(C(C)(C)C)CC3)CC2)cc1 (stereo not drawn) | -4% | 27 | 7% | -1% | -18% | 2% | 0%[9.22 µM] | 10% | -15
O=C(CC1CCCC1)Nc1nnc(C2CC2)s1 | 1% | -17 | 1% | -4% | 10% | 15% | -8% | -2% | -15
COc1ccccc1C1CCN(C(=O)c2cccc([N+](=O)[O-])c2)CC1 | -9% | · | ? | 0% | -2% | 2% | -7% | 6% | -2
O=C(CSc1ncnc2c1cnn2-c1ccccc1Cl)N1CCN(C(=O)c2ccco2)CC1 | -2% | -8 | ? | -13% | -11% | -30% | 3% | 9% | -5
CC(C)(C)c1ccc(C(O)c2ncc(-c3ccc(F)cc3)[nH]2)cc1 (stereo not drawn) | ? | -67* | -4% | -7% | ? | -3% | · | · | -1
CC(C)N(C(=O)Cn1c(SCC(=O)NC2CC2)nc2ccccc21)C(C)C | 6% | 1 | 0% | -16% | 6% | 0% | 1% | ? | -14
Cc1cc(Cl)ccc1NC(=O)CN(c1ccccc1Br)S(C)(=O)=O | · | · | -16% | -5% | · | 1% | · | · | -1
COc1ccc(NC(=O)CN(C)S(=O)(=O)c2ccc3c(c2)CCCN3C(C)=O)cc1Cl | · | · | -10% | 4% | · | -18% | · | · | 9
Cc1ccc(S(=O)(=O)N(C)C)cc1NC(=O)C1CCN(C(=O)Nc2ccccc2)CC1 | 11% | 2 | 28% | 4% | 18% | -11% | -68%[inhibitor] | ? | -9
COc1cccc(CNC(=O)C2=Cc3cccc(OC)c3OC2)c1 | 9% | 26 | 15% | 0% | 13% | 19% | 14% | 2% | 7
COc1ccc(-n2ccnc(SCC(=O)NCc3ccccc3Cl)c2=O)cc1 | 0% | -9 | -2% | -12% | -2% | -10% | -4% | -12% | 1
CC(/C=C/c1ccccc1)=N\NC(=O)Cn1nc(C)cc1C | 21% | -11 | -7% | 6% | ? | 16% | -5% | 8% | -23
COc1ccccc1N1CCN(C(=O)NCc2cccc(C(F)(F)F)c2)CC1 | -2% | -8 | ? | -3% | -18% | 5% | 3% | 3% | 8
COc1cc(/C=N/NC(=S)Nc2cccc(Cl)c2C)ccc1OCC(=O)N1CC(C)OC(C)C1 (stereo not drawn) | -16% | -26 | 4.6µM* | ? | -1% | -28% | 3% | 2% | 8
O=c1[nH]n(Cc2ccccc2)c2ccccc12 | 11% | 12 | 1% | 18% | 18% | -7% | -4% | -4% | 12
C=CCOC(=O)C1=C(C)OC(N)=C(C#N)C1c1ccc(OC)c(CSc2ccccn2)c1 (stereo not drawn) | 0% | 3 | ? | -4% | 0% | 7% | -2% | 0% | 2
N#C/C(=N\Nc1ccc(S(=O)(=O)N2CCCCC2)cc1)C(N)=S | ? | -13 | 0% | ? | ? | -6% | -4% | -1% | -9
CN(CC(=O)Nc1ccc(Cl)c(C(F)(F)F)c1)C(=O)C1CCCO1 (stereo not drawn) | 0% | -2 | ? | -15% | -8% | -2% | 4% | 14% | 5
CCC1Oc2ccc(C)cc2N(CC(=O)NCC2COc3ccccc3O2)C1=O (stereo not drawn) | 0% | -1 | 8% | 2% | 6% | 13% | -8% | -4% | -1
O=C(COc1ccccc1Cl)OCc1cc(=O)n2nc(C3CC3)sc2n1 | · | · | -6% | -1% | · | 16% | · | · | 6
Cc1c(Cl)cccc1NC(=S)NCCc1ccccn1 | 11% | · | ? | 8% | 19% | 9% | -53%[inhibitor] | ? | 4
Cc1cc(C(=O)Nc2c(C)nn(Cc3ccccc3)c2C)on1 | 1% | 13 | 6% | -19% | 3% | 12% | -17% | 2% | 0
Cn1c(C2CCCCC2)nc2c1c(=O)[nH]c(=O)n2Cc1ccccc1 | 10% | -12 | 0% | 4% | 11% | 5% | -6% | 1% | -1
Cc1nc(-n2nc(C)c(CCC(C)C)c2C)sc1C(=O)Nc1cccc(Cl)c1C | · | · | 14% | 12% | · | -8% | · | · | 4
O=C(NCCc1cnc[nH]1)Nc1cccc(C(F)(F)F)c1 | 0% | 11 | 10% | -6% | -5% | 1% | 0% | 17% | -5
Cc1cc(C)c2cc(C#N)c(NCCOC(=O)c3ccccc3C)nc2c1 | 11% | -60* | -10% | 1% | 10% | -3% | -3% | 7% | 10
C[C@]12c3[nH]c4cc(-c5ccco5)ccc4c3CCN1C(=O)[C@@H](CC(=O)NCCN1CCOCC1)C[C@@H]2C(=O)N1CCCCC1 | -4% | 0 | 1% | 1% | 2% | 0% | ? | -5% | -19
CCC(C)(C)NC(=O)C(c1cccnc1)N(CCOC)C(=O)Cn1nnc2ccccc21 (stereo not drawn) | 25% | 12 | -25% | 8% | 10% | 2% | -2% | 0% | 2
CC(=O)c1c(C)oc(C)c1CSCc1ccc(C(=O)O)o1 | -5% | 2 | 0% | 0% | 2% | -5% | 0% | 3% | -3
COc1cccc(NC(=O)Cn2c(=O)n(C)c(=O)c3sc4c(c32)COC(C)(C)C4)c1 | -3% | 40 | 0% | -16% | -4% | -4% | -4% | 2% | 1

The last 3 entries of the part before come first, to join the parts:
SMILES | HT1080 IDH1KD tx | IL1B secr inh | KB-V1 MDR tox | GLP1R cytotox | HT1080-NT tox | KB-3-1 tox | SW480 rerep | MCF10A rerep | DRD3 agonist
CCC(C)(C)NC(=O)C(c1cccnc1)N(CCOC)C(=O)Cn1nnc2ccccc21 (stereo not drawn) | 25% | 12 | -25% | 8% | 10% | 2% | -2% | 0% | 2
CC(=O)c1c(C)oc(C)c1CSCc1ccc(C(=O)O)o1 | -5% | 2 | 0% | 0% | 2% | -5% | 0% | 3% | -3
COc1cccc(NC(=O)Cn2c(=O)n(C)c(=O)c3sc4c(c32)COC(C)(C)C4)c1 | -3% | 40 | 0% | -16% | -4% | -4% | -4% | 2% | 1
Cc1cc(S(=O)(=O)N2CCCC2)ccc1OCC(=O)Nc1ccc(C(N)=O)cc1 | 0% | -8 | -14% | 0% | 8% | 4% | -7% | 15% | 1
Cc1ccc(Cl)cc1N1CCN(c2cccc[n+]2C)CC1 | -28% | -11 | ? | 16% | ? | ? | 0% | 7% | -3
CCOc1ccc2nc(NCCCNS(=O)(=O)c3ccc(C)cc3)c(C#N)cc2c1 | -6% | 27 | ? | 71%[activator] | 12% | 3% | ? | ? | 1
O=C(Nc1ccccc1)C1=C[C@@H](C2CCCCC2)C[C@@H](OCCCCO)O1 | -5% | ? | -8% | 1% | -4% | 2% | -9% | ? | -22
CCN(CC)C(=O)COc1coc(CN2CCN(c3cccc(Cl)c3)CC2)cc1=O | 5% | 27 | 11% | -1% | 1% | -7% | 7% | 1% | -3
C#CCNC(=O)C1=C[C@H](C2CCCCC2)C[C@H](OCc2ccc(CO)cc2)O1 | -7% | -7 | 15% | 8% | 4% | 17% | -3% | 11% | 8
COc1c([N+](=O)[O-])c(=O)oc2ccccc12 | 7% | 19 | -4% | -2% | -2% | -2% | -7% | -3% | -1
O=C1CC(c2ccccc2Cl)C2=C(COC2=O)N1 (stereo not drawn) | -2% | 0 | 4% | 1% | 0% | 3% | -3% | 1% | 3
CCOC(=O)CCn1c(=S)n(CCC(=O)OCC)c2ccccc21 | 5% | 39 | -16% | 2% | 0% | 0% | -16% | 1% | -6
COC(=O)c1ccc(Oc2nc(NC(C)C)nc(SC)n2)cc1 | -6% | 19 | -5% | 1% | -9% | 7% | -1% | -1% | 4
Fc1cccc(C2CCCCN2Cc2nc(C3CC3)no2)c1 (stereo not drawn) | 22% | 19 | -2% | -2% | 3% | -1% | -2% | 0% | 3
Nc1ccc(C(=O)OCC(=O)N2CCN(C(=O)c3ccco3)CC2)cc1[N+](=O)[O-] | -3% | -8 | -17% | -9% | -2% | -1% | -2% | 5% | -6
COc1ccc(S(=O)(=O)N(C)C[C@H]2Oc3ccc(NS(=O)(=O)c4cccs4)cc3CC(=O)N([C@H](C)CO)C[C@H]2C)cc1 | -15% | -12 | -2% | -1% | -12% | -4% | -2%[9.22 µM] | 7% | -11
COc1cccc(CNC(=O)c2cc(S(=O)(=O)N3CCCC3)cn2C)c1 | -11% | -13 | -4% | 3% | -4% | 0% | -3% | 2% | -4
CC(=O)Nc1ccc(S(=O)(=O)NCC(=O)OCC(=O)N2CCN(c3ccccc3)CC2)cc1 | 1% | 7 | -15% | 11% | 0% | -28% | -1% | ? | -1
COc1ccc(S(=O)(=O)Cc2ccc(C(=O)N3CCN(c4ncccn4)CC3)o2)cc1 | -1% | -5 | -7% | -20% | -4% | -4% | 1% | 17% | -1
CC(C)(C)[C@H]1COC(=O)CC/C=C\C[C@@H](CC(=O)N(CCO)Cc2ccccc2)C(=O)N1 | 6% | -9 | -3% | 4% | 25% | -3% | 2% | 0% | -9
CC[C@@H]1CC2=C(C(=O)OC(C)(C)O2)[C@H](c2ccc(F)cc2)O1 | 18% | 0 | -4% | 2% | 16% | 0% | · | · | 8
C=CCNCCCCOc1ccc(Br)cc1C | -29% | -27 | -29% | -1%[1.53 µM] | -17% | -9% | ? | 26µM* | -17
CNC(=S)NNc1nc(N2CCOCC2)nc(N2CCOCC2)n1 | 6% | 10 | 11% | 2% | 13% | 14% | -18% | 4% | 3
COc1ccc(/C=C/c2noc(-c3ccccc3O)n2)cc1 | -28% | -24 | -8% | 2% | -2% | -13% | -8% | -7% | -10
COc1cc(OC)nc(NC(=O)C(C)C)n1 | 3% | 15 | 13% | 7% | 0% | 24% | -2% | ? | 6
O=C(COC(=O)C1CCN(S(=O)(=O)c2c(Cl)cccc2Cl)CC1)NCc1ccco1 | -1% | 12 | 5% | 0% | 1% | 2% | -4% | -3% | -1
Cc1no[n+]([O-])c1COc1cccc(/C=N/Nc2nncn2N)c1 | 0% | -8 | 0% | -23% | -4% | 0% | ? | 19% | -3
